PMI act satM6P – PMI (human) activation, high substrate. P34949. coupled PMI enzyme assay, resazurin fluorescence, 20 min; hits give high values; 1 = untreated enzyme, 0 = substrate-free blank. activation factor at 20 µM. hit rate 0.34% among 190,000;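 active means activation factor of 2 or more at 20 µM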
Target sequence (P34949 whole entry, looked up): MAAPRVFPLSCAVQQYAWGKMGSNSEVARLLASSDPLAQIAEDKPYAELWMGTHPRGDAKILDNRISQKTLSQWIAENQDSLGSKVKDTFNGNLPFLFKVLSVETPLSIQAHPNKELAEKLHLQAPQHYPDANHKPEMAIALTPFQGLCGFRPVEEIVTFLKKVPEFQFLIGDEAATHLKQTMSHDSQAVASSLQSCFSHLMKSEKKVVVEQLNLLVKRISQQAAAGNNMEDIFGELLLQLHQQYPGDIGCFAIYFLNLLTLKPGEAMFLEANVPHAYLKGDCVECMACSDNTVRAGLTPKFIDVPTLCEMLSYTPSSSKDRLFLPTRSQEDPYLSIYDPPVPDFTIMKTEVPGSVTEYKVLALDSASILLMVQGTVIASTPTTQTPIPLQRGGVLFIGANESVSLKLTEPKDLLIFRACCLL
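Test system: human phosphomannose isomerase with PGI, G6PDH, diaphorase coupling enzymes; Amount: PMI at 15 ng/mL final; Reagent: Mannose-6-phosphate 1.0 mM (near-saturating) plus 0.22 mM NADP+; Timing: 20 min, room temperature; Technique: resorufin fluorescence at Ex 544/Em 590 nm; Dosing: 20 µM single dose.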
S1P3 antagonist – blocks the human S1P3 receptor. hit rate 0.27% among 170,000. CHO S1P3 NFAT-BLA reporter, FRET fluorescence, antagonist mode. AID 485. Q99500. inhibition, % at 4.98 µM;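 active means inhibition above the plate cutoff, the mean inhibition of test wells on that plate plus 3 SD, cut at about 28% in these data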;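 further: cells challenged with S1P at its EC80 of 0.8 µM; blue over green emission ratio from cleaved BLA substrate after 4 h stimulation; 0% = S1P-stimulated wells and 100% = unstimulated DMSO-only wells; some compounds past the cut are filed as inactive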
Target sequence (Q99500 whole entry, looked up): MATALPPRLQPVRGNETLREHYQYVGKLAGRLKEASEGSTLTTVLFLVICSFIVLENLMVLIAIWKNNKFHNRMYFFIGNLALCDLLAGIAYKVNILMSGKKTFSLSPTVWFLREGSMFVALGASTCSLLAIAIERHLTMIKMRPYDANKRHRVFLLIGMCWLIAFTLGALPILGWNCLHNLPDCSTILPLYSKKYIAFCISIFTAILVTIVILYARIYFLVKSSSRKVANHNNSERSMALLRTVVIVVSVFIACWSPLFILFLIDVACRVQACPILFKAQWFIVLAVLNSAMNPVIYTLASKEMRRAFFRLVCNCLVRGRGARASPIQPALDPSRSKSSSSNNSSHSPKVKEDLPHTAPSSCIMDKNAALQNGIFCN
Redox H2O2 prof – compounds producing H2O2 with reducing agent – biochemical, NIH compound library profiling, artefact control for MLSCN library redox annotation, primary screen; DTT-dependent redox cycling H2O2, phenol red/HRP absorbance; 100% = 100 µM peroxide control, 0% = buffer; activation, % at 10 µM; hit rate 0.03% among 200,000;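 active means activation of at least 50% relative to the plate's high and low controls in the primary single-dose screen; inactive means activation below 50%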;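 further: compound incubated with DTT at 0.8 mM final as the reducing agent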
Lmaj promast – inhibitors of Leishmania major promastigote growth; Leishmania major promastigotes, resazurin fluorescence viability; inhibition, % at 10 µM; hit rate 9% among 200,000; AID 1063; in the data active means inhibition above about 50%;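 further: promastigotes grown with compound for 44 hours at 28 °C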
Efa HMGR inh – E. faecalis class II HMG-CoA reductase inhibition. purified E. faecalis HMGR, NADPH absorbance 340 nm kinetic. inhibition, % at 10 µM. hit rate 0.41% among 190,000;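 active means inhibition above a set limit, the median over all tested compounds plus 3 SD, cut at about 9.5% in these data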;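 further: enzyme runs in reverse so mevalonate oxidation gives rising NADPH absorbance; 0% = complete reaction with DMSO and 100% = background rate lacking mevalonate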
PMI activator – activators of human phosphomannose isomerase; P34949; purified human PMI, coupled resazurin fluorescence, 20 min; hits give high values; 1 = vehicle control, 0 substrate-free wells; activation factor at 20 µM; hit rate 0.005% among 190,000;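 active means activation factor of 2 or more at 20 µM, relative to plate controls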
Hsp70 act – transcriptional activators of Hsp70; HeLa Hsp70 promoter luciferase reporter, luminescence; scaled: vehicle 0, proteasome-inhibitor control 100%; activation, % at 10 µM; hit rate 0.04% among 200,000; AID 1203;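 active means activation above the mean across all tested compounds plus 3 SD, cutoff set per campaign, cut at about 5.5% in these data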;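 further: 100% = MG132 at 30 µM as the positive control and 0% = DMSO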
TNAP inh hi DEA – TNAP (human) inhibition, high acceptor | hit rate 0.03% among 200,000 | purified TNAP, CDP-star luminescence, 1 M DEA | AID 1135 | inhibition, % at 20 µM;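 active means over 50% inhibition of tissue-nonspecific alkaline phosphatase at 20 µM in the single-dose screen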;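 further: plate controls were DMSO wells for no effect and EDTA-quenched wells as full inhibition for full effect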
RAM network inh – inhibitors of the yeast RAM network | AID 868 | S. cerevisiae dse1pr::URA3 reporter, 5-FOA growth OD615, 2 d; analog-sensitive cbk1-as2 kinase mutant strain | inhibition, % at 50 µM | hit rate 1.8% among 190,000;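 active means inhibition above a set limit, 3 SD over mean compound inhibition, cut at about 8.4% in these data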;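 further: 0% = DMSO-only wells with no growth and 100% = 10 µM 1-NA-PP1 full growth; inhibition rescues growth on 5-FOA so higher OD means more RAM inhibition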
TNAP inh no acc – TNAP (human) inhibition, acceptor-free conditions; P05186; purified TNAP, CDP-star luminescence, 30 min; inhibition, % at 20 µM; hit rate 0.26% among 200,000;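 active means tissue-nonspecific alkaline phosphatase inhibition above about 50% at 20 µM in the single-dose screen, limit read from the data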;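 further: 0% = DMSO negative control and 100% = EDTA positive control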
* hit, by the source's call; nt = not tested or not shown.

The first 2 compounds, to show the layout:
SMILES	PMI act satM6P	S1P3 antagonist	Redox H2O2 prof	Lmaj promast	Efa HMGR inh	PMI activator	Hsp70 act	TNAP inh hi DEA	RAM network inh	TNAP inh no acc
O=C(NCc1cccs1)C(=O)c1cn(CC(=O)N2CCOCC2)c2ccccc12	1.1	-23.9	0.0	-3.1	1.7	1.1	-0.2	-5.2	4.6	3.3
COc1cccc(NC(=O)C(=O)N/N=C/c2cc(C)n(-c3ccc(Cl)c(Cl)c3)c2C)c1	1	nt	-0.2	-1.7	-0.6	1	0.6	-4.7	2.3	-22.5

The list itself, from the first entry:
SMILES	PMI act satM6P	S1P3 antagonist	Redox H2O2 prof	Lmaj promast	Efa HMGR inh	PMI activator	Hsp70 act	TNAP inh hi DEA	RAM network inh	TNAP inh no acc
O=C(NCc1cccs1)C(=O)c1cn(CC(=O)N2CCOCC2)c2ccccc12	1.1	-23.9	0.0	-3.1	1.7	1.1	-0.2	-5.2	4.6	3.3
COc1cccc(NC(=O)C(=O)N/N=C/c2cc(C)n(-c3ccc(Cl)c(Cl)c3)c2C)c1	1	nt	-0.2	-1.7	-0.6	1	0.6	-4.7	2.3	-22.5
CCc1ccc2c(CC(=O)Nc3nnc(C4CC4)s3)coc2c1	0.8	nt	0.1	-5.5	3.4	1	-0.3	0.2	5.2	-6.8
C=CCn1c(SCc2nc3c(c(=O)[nH]c(=O)n3CCCC)n2CCC)nnc1-c1ccccc1	1	1.5	1.3	-1.9	-4.9	1.1	-0.2	-4.8	4.1	-7.7
COC(=O)C1CCCN1C(C(=O)NC1CCCCC1)c1ccc(Cl)cc1 (centres undefined)	1	-1.6	0.5	-2.7	-1.2	1	-0.1	-5.6	2.1	-13.5
COc1ccc(NC(=O)NCCN2C(=O)C3C4C=CC(C4)C3C2=O)cc1 (centres undefined)	0.9	-23.3	-0.5	-6.1	-1.3	0.8	0.3	-1.1	1.3	-13.6
O=C(N[C@@H](Cc1c[nH]c2ccccc12)C(=O)NC1CC1)c1ccccc1Cl	1	-12.7	-0.2	10.4	0.8	1	-0.1	-3.4	0.3	-14.4
CCCCOc1cccc(-c2nnc(NC(=O)CSc3ccc(C)cc3)s2)c1	0.9	-7.0	0.8	-7.3	-9.7	0.9	-0.3	0.8	2.9	1.4
Cc1noc(C)c1COC(=O)CCC(=O)c1ccc(F)cc1	1	-18.9	1.2	-0.3	1.2	1.1	-0.1	-6.8	0.2	-2.6
Cc1ccc(Cl)c(Nc2ccccc2C(=O)O)c1Cl	1	14.8	0.3	0.8	-1.9	1	-0.2	-1.8	6.3	-12.0
CC1(C)N=C(SCC(=O)Nc2ccc(Cl)cc2Cl)C(c2ccccc2)=N1	1	nt	-0.1	6.8	0.6	0.9	0.1	0.9	0.1	-3.4
CC(C)(C)NC(=O)COC(=O)c1cc(F)c(F)cc1Cl	1	nt	-0.1	-4.2	-0.5	1	-0.1	-4.8	0.5	-11.9
CC(C)(C)Nc1cccccc1=O	0.5	16.1	2.6	-0.6	-4.0	0.8	-0.3	-1.1	0.6	-13.7
Cc1ccccc1CC1(CO)CCCN(Cc2nc(-c3cccs3)oc2C)C1 (centres undefined)	1	4.3	0.0	54.8*	-2.1	0.8	-0.3	-0.5	1.5	-1.6
O=C(NCC(c1cccnc1)N1CCOCC1)c1ccc2c(c1)OCO2 (centres undefined)	1.1	nt	-3.9	2.7	-3.0	1.1	0.1	6.5	1.0	-0.7
COc1ccc(C(=O)CSc2nnc(C3CC3)n2N)cc1	1	nt	0.0	-6.6	-1.4	1	-0.1	-8.3	1.4	-16.0
Cc1ccccc1NC(=O)CS(=O)(=O)c1cn(CC(=O)N2CCOCC2)c2ccccc12	1	-2.8	0.3	2.6	-3.6	1.1	0.6	-3.6	0.6	-12.3
Cc1cc(C)nc(SCc2cc(=O)c(OC(=O)c3cc([N+](=O)[O-])ccc3Cl)co2)n1	0.8	5.1	0.4	-7.2	-5.0	0.9	0.1	-2.1	3.0	-5.7
Cc1[nH]c2ccccc2c1/C=C(\C#N)S(=O)(=O)c1ccccc1	0.9	nt	1.2	-3.5	-4.6	0.9	-0.1	-1.7	3.7	-18.7
COC(=O)Cc1c(C)nc2nc(-c3ccc(Cl)cc3)[nH]n2c1=O	1	nt	0.1	0.1	4.7	1	-0.2	-4.0	5.8	-14.9
Cc1c(OCc2nn[nH]n2)ccc2c3c(c(=O)oc12)CCCC3	0.8	-7.3	-3.4	-9.3	-5.0	0.9	-0.1	-4.2	6.6	-8.8
Cc1cccc(C)c1NC(=O)CN1C(=O)N(C)Cc2ccccc21	1	5.1	-1.1	-5.7	0.3	0.9	-0.2	-2.8	0.6	-5.0
O=C(Nc1ccc(C2CCCCC2)cc1)C1CCCN(c2ncccn2)C1 (centres undefined)	1.1	-15.5	nt	nt	nt	1.1	nt	0.8	nt	-2.3
CCOC(=O)N1CCN(CC(=O)N2c3ccccc3CC2C)CC1 (centres undefined)	1.1	-14.9	-0.8	-3.6	-8.4	1.1	-0.1	-6.0	-0.8	-4.8
CC(C)C[C@H](NC(=O)c1[nH]cnc1C(=O)N[C@H](C)c1ccccc1)C(=O)OCc1ccccc1	0.8	-24.5	0.2	17.6	0.3	0.7	0.0	1.2	12.4*	-7.3
COc1ccc(Cn2c(CCC(=O)Nc3ccccc3)nc3cccnc32)cc1	1.1	nt	-3.5	-3.9	0.9	1	0.2	-4.3	3.1	0.0
O=C1CCCC2=C1C1(CCCCC1)N=C(Nc1nc3ccccc3s1)N2	0.9	-27.0	7.8	42.1	-4.5	0.9	-0.1	-4.7	6.1	-13.1
COCCn1c(N)c(N(Cc2ccccc2)C(=O)Cc2c(Cl)cccc2Cl)c(=O)[nH]c1=O	1.1	-17.6	0.1	4.7	-2.7	1.1	0.1	-7.8	2.5	-17.1
CCOC(=O)CSCc1c(C#N)c2ccccc2n1C	1	-31.9	2.2	-1.7	2.4	1.1	-0.4	-1.9	-0.3	-11.7
C=CCn1c(=S)[nH]c2ccc(Br)cc2c1=O	1	-40.1	1.9	1.7	-2.2	0.9	-0.2	-4.6	2.8	-10.1
O=C(CSc1nnc2ccccn12)c1ccc(OC(F)F)cc1OC(F)F	0.9	-9.8	-2.2	-4.2	0.1	1	0.2	-6.2	2.3	-10.6
CC1CCC(NC(=O)CC(C)(C)Cc2nc3ccccc3c(=O)[nH]2)CC1 (centres undefined)	0.9	nt	2.2	2.8	-9.3	0.9	-0.2	-1.8	0.7	-5.8
Cc1c(C(=O)Nc2ccc(N3CCOCC3)cc2)cccc1[N+](=O)[O-]	0.9	-4.1	0.5	22.6	-4.3	1.1	0.0	0.4	-0.4	8.3
COC1CCN(C(=O)CC2C(=O)NCCN2CC(C)(C)C)CC1 (centres undefined)	0.5	-8.5	0.6	-0.8	-3.5	0.8	0.1	0.7	0.1	-1.8
CCOc1ccc(CNC(=O)CCSCc2ccccc2F)cc1OC	1	-4.9	-1.1	-0.7	-0.8	1	0.1	-6.4	1.8	-8.5
O=C(CSc1nc2ccccc2c2nc3ccccc3n12)NCc1ccco1	1.1	15.0	2.4	17.9	-0.2	0.9	-0.4	-8.5	2.6	-137.1
CCN1CCN(C(=O)c2cc3c(s2)-c2ccccc2S(=O)(=O)C3)CC1	0.9	-8.7	-2.6	-6.6	-5.0	0.9	-0.3	-3.1	0.1	-12.5
Cc1ccccc1-c1c(C)oc2cc(O)ccc2c1=O	1	-11.5	1.5	3.7	1.5	1	-0.1	-4.5	2.3	-8.4
O=C(Nc1cc([N+](=O)[O-])ccc1F)c1ccc2c(c1)OCCO2	1	7.4	0.0	-1.1	1.2	0.9	0.3	-3.7	4.1	-4.0
C=CCn1c(COc2ccc(Cl)cc2)nnc1SCC(=O)N1CC(=O)Nc2ccccc21	1	-22.2	1.6	-3.8	-2.2	0.9	0.2	-8.1	0.0	-16.0
CCOC(=O)c1[nH]c2ccc(OC)cc2c1NC(C)=O	1	-32.9	1.8	-6.3	2.8	1	-0.3	-3.9	1.2	-17.7
CC(C)n1c(Sc2nccn2C)nc2c1c(=O)n(C)c(=O)n2C	0.9	-1.1	0.6	1.6	-1.9	0.8	0.1	-1.7	-0.6	-6.0
Cc1ccccc1NC(=O)NCc1ccco1	0.9	-11.7	1.7	-1.2	-0.8	0.9	-0.3	-5.2	1.1	-9.3
O=C(NNC(=S)NC(=O)c1ccccc1[N+](=O)[O-])c1ccc(Cl)cc1Cl	1.2	-7.1	-0.6	-9.6	1.6	1.1	-0.1	-5.2	0.0	-137.7
O=C(COC(=O)/C=C/c1cccs1)Nc1ccccc1Cl	1	-14.7	-0.1	-8.3	-4.2	1.1	0.1	5.8	3.1	2.6
Cc1nn(CC(=O)N2CCCc3ccccc32)c(C)c1[N+](=O)[O-]	1	-8.8	0.2	-0.3	-0.1	0.9	-0.2	-4.2	-0.3	-11.2
c1ccc(-c2nc3ccccc3[nH]2)nc1	0.8	0.4	0.2	-2.4	4.2	0.9	-0.3	-3.2	0.4	-2.9
CC(=O)c1c(N2CCCCC2)nc(=O)n(-c2ccccc2)c1C	0.8	-2.3	-6.5	2.0	0.4	0.8	-0.2	-0.7	-0.7	-10.2
Cc1ccc(S(=O)(=O)N2CCC(C(=O)NCCc3ccc(S(N)(=O)=O)cc3)CC2)cc1	1.1	nt	-1.7	-3.5	1.4	1.1	-0.4	-5.5	8.9*	-1.5
Cc1nc(SCCO)c2oc3ccccc3c2n1	1	14.5	3.6	-2.9	0.0	1	-0.1	-1.1	1.7	-11.1
O=C(Nc1cccc2cccnc12)c1ccc2c(c1)OCCO2	1.2	nt	0.0	-5.4	0.1	1.1	-0.1	-5.0	0.1	-22.0
Cc1cccc(N2CCN(c3nc4ccccc4n4cnnc34)CC2)c1C	1	-11.8	-0.3	22.7	-0.3	1.1	-0.3	-5.2	3.6	20.6
COc1ccc(Nc2nc(C(F)(F)F)nc(C)c2C#N)cc1	1.1	-4.9	0.7	0.0	-5.2	1	-0.4	-2.6	1.3	7.7
Cc1ccc(S(=O)(=O)N2CCOCC2)cc1NC(=O)COC(=O)CCC(=O)c1cccs1	0.9	nt	-0.5	0.6	-0.1	0.9	0.1	-0.1	-0.1	-4.0
COC(=O)c1ccc(COC(=O)c2cnccn2)cc1	1	-12.8	0.1	-1.4	0.3	0.9	-0.2	-2.6	0.9	-5.2
CCc1ccc(/C=C2\CN(CC)Cc3c2nc2ccccc2c3C(=O)O)cc1	1.1	nt	1.7	53.9*	-11.4	0.9	-0.1	1.3	-0.1	-7.9
CCCC(=O)NC(c1cccs1)c1cc([N+](=O)[O-])c2cccnc2c1O (centres undefined)	0.4	-11.5	0.0	-3.8	0.4	1	-0.4	18.6	5.4	14.9
CCOC(=O)c1ccc2c(c1)n(CC)c(C)[n+]2CC	0.9	-24.6	-1.1	-2.2	0.0	0.9	-0.1	-1.5	0.5	-10.1
COC(=O)c1cn(NC(=O)Cn2nc([N+](=O)[O-])c(Br)c2C)c(=O)c2ccccc12	1	-19.7	5.8	-9.9	-4.1	1	-0.3	-5.0	1.5	-16.4
